# EWS-Fli block – blocks EWS/Fli oncoprotein-driven transcription; hit rate 0.67% among 350,000; inhibition, % at 12.6 µM; AID 651661; A673 NR0B1-luciferase reporter, viability-normalised;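 active means mean inhibition of at least 50% after viability correction, with every replicate also passing that limit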;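 further: firefly luciferase signal divided by Alamar Blue viability fluorescence both relative to DMSO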
# CFTR F508del cor – correctors of CFTR F508del function in bronchial epithelial cells. CFBE cells, YFP halide quenching; stimulated with forskolin plus potentiator P3; % fluorescence drop versus neutral controls. activity (quench increase), % at 7.58 µM. hit rate 0.36% among 350,000;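 active means mean added fluorescence quench of at least 8% versus neutral control, with both replicates also reaching 8%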;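 further: cells transiently co-express mutant CFTR-F508del with the halide-sensitive YFP; corrector assay measuring rescue of mutant channel to the surface after 24 h compound exposure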
# ERp5 inh – inhibitors of human ERp5. Q15084. ERp5 insulin aggregation, absorbance 650 nm, 90 min. inhibition, % at 9.99 µM. hit rate 0.05% among 350,000. AID 651711;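 active means mean replicate inhibition above about 25%, with every replicate also reaching it, limit read from the data, passing the limit was not always enough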
# Target sequence (Q15084 whole entry, looked up): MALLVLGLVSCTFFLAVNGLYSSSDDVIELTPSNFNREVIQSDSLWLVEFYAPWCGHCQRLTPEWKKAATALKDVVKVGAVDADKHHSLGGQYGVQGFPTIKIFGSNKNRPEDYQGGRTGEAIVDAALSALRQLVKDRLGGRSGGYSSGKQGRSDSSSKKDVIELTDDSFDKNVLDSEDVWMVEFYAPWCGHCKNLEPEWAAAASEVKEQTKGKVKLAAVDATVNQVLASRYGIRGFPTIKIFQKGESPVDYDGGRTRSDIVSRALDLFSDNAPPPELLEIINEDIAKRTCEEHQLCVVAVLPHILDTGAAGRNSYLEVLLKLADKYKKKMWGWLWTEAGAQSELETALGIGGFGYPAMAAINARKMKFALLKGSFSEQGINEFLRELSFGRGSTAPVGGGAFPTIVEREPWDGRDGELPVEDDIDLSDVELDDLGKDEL
# PAX8 inh HTS – lowers PAX8-driven luciferase in RMG-I cells; RMG-I TPO-luciferase reporter, SteadyGlo, 24 h; inhibition, % at 12.6 µM; hit rate 1.2% among 360,000; AID 652154;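 active means mean replicate inhibition at least 60% with every replicate also reaching 60%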;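 further: luciferase light reporting Pax8 driven TPO promoter activity; plate controls were median of neutral control wells for no effect and mitoxantrone controls for full effect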
# GSIS activator – primary screen for activators of insulin secretion dependent on glucose, INS-1E cells, GLuc reporter luminescence | activation, % at 16.6 µM | hit rate 0.61% among 370,000 | INS-1E GLuc reporter insulin secretion, 2-3 h;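 active means lowest replicate activation of at least 40%, so every replicate reaches that level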;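 further: 0% = median of neutral control wells and 100% = median of IBMX positive control wells; some compounds called inactive have numbers as strong as hits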
# Xi reactivation – reactivates the inactive X chromosome in mouse fibroblasts | activation, % at 7.58 µM | AID 743238 | XiGFP mouse fibroblasts, % GFP-positive cells imaging, 3 d; cells co-treated with 5-aza-dC sensitizer; scaled so ellipticine positive control = 100% | hit rate 0.055% among 360,000;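 active means mean normalized replicate activation at least 10% and every replicate at or above 10%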;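 further: 0% = median of on-plate neutral control wells and 100% = ellipticine 6 µM median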
#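 Assay system: SV40-immortalized XiGFP fibroblast cells, line 68-5-11; buffer or medium: DMEM plus 5-aza-dC sensitizer; compound: one concentration, pinned; timing: compounds 3 days, fix/stain 15 min at room temperature; benchmarks: positive control ellipticine, 6 µM final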
# ARNT TACC3 PPI – disruptors of human ARNT/TACC3 interaction; Q9Y6A5; AlphaScreen His-ARNT PAS-B/GST-TACC3 binding, luminescence; TACC3 fragment carries E629A point mutation; inhibition, % at 9.99 µM; hit rate 0.66% among 390,000; AID 623870;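 active means mean inhibition of replicates at least 50% and at least half of replicates each reaching 50%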;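 further: 0% = complete ARNT plus TACC3 wells and 100% = ARNT alone without TACC3; many hits fall short of the cut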
# DENV2 CPE rescue – inhibitors of DENV2 cytopathic effect. CPE inhibition, % at 9.99 µM. hit rate 1.7% among 350,000. DENV2-infected cells, cytopathic effect rescue, plate reader; in the data active means CPE inhibition above about 20%, passing the limit was not always enough; tested in BHK-21 cells;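 further: 0% = median of neutral control wells and 100% = median of positive control wells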
# An asterisk follows results filed as active; . = no result given.
SMILES,EWS-Fli block,CFTR F508del cor,ERp5 inh,PAX8 inh HTS,GSIS activator,Xi reactivation,ARNT TACC3 PPI,DENV2 CPE rescue
O=C(CN1C(=O)c2cccnc2Oc2ccc(Cl)cc21)NC1CCCCCC1,.,0.1,5,1,-8,0.0,-3,14
CCN(CC(=O)Nc1ccccc1C(F)(F)F)C(=O)CCc1ccccc1,2,0.7,12,0,-5,0.3,0,-2
CC(C)(C)n1ncc2c(=O)n(Cc3ccc(Cl)cc3)cnc21,18,-2.5,-5,-2,-2,0.9,0,1
C[C@@H]1CCCCO[C@@H](CN(C)C(=O)Cc2ccccc2)[C@@H](C)CN([C@H](C)CO)C(=O)c2cc(NC(=O)c3ccccc3)ccc2O1,-6,-0.4,5,.,-13,0.1,-12,11
C[C@H]1CN([C@@H](C)CO)C(=O)c2cc(NC(=O)C3CCCCC3)ccc2O[C@@H]1CN(C)Cc1ccc(C(=O)O)cc1,-13,-0.5,-2,.,1,0.2,1,1
N#Cc1ccc(S(=O)(=O)NC2CCCCNC2=O)cc1 (stereo not drawn),0,1.9,2,-7,-7,0.0,0,-1
COc1ccc(C2=NNC(c3cccnc3)=Nc3ccccc32)cc1,-16,-0.7,2,-13,2,0.0,2,-3
[N-]=[N+]=NCc1ccccc1C[C@@]1(C(=O)N2CCCCC2)N=C(c2ccc(OCCCO)cc2)O[C@@H]1c1ccccc1,28,-5.6,0,53,.,.,13,1
COc1ccc(NC(=O)c2cc(-c3ccc(F)cc3C)n[nH]2)cc1OC,-41,3.3,2,-91,5,0.1,.,-4
C[C@@H]1CCCCO[C@@H](CN(C)C(=O)Cc2ccccc2)[C@@H](C)CN([C@H](C)CO)C(=O)c2cc(NS(=O)(=O)c3ccccc3)ccc2O1,.,1.2,12,-12,-6,-0.1,.,8
CCCNC(=O)C[C@H]1C[C@@H]2c3cc(NS(=O)(=O)c4cccc(OC)c4)ccc3O[C@@H]2[C@H](CO)O1,1,1.0,7,.,-3,-0.1,-8,6
O=C(CCl)N(Cc1ccccc1)c1ccccc1,73*,-1.2,2,108*,-2,0.2,-6,5
CCCCCCCCN1C(=O)[C@H](CC(=O)NCc2cccc3ccccc23)C[C@@]2(C(=O)OC)CCCCC=C12,4,-2.7,-5,5,-1,0.0,.,-1
O=C(Cn1nnc2ccccc21)c1ccc(Cl)cc1,-48,-2.6,1,-52,27,0.4,10,4
Cc1cccc(C(=O)N2N=C(c3ccc(NS(C)(=O)=O)cc3)CC2c2cccs2)c1 (stereo not drawn),13,-1.6,2,-11,-12,0.0,5,-7
CO[C@@H]1CN(C)C(=O)c2ccc(NS(=O)(=O)c3ccc(C)cc3)cc2OC[C@H](C)N(C(=O)NC(C)C)C[C@H]1C,-2,0.3,.,.,-3,0.0,.,.
COCC(=O)N1CCCCN2[C@H](CO)[C@H](c3ccc(C#Cc4cccnc4)cc3)[C@H]2C1,-3,-1.1,-4,-4,13,0.1,0,6
C1CN(c2nc3nonc3nc2N2C[C@H]3CC[C@H]2C3)CCS1,-2,-3.4,5,7,12,0.2,-1,6
CC1(C(=O)Nc2ccc3nc[nH]c3c2)CCN1C(=O)C1(c2ccccc2)CC1 (stereo not drawn),-3,2.4,5,8,9,0.2,.,-5
CC(=O)Nc1cc(C(=O)CSc2nnc(C3CC3)n2C2CC2)ccc1O,-4,-1.5,-4,7,-1,0.1,0,6

# Part of the list above, with values under each structure:
# Below each SMILES – EWS-Fli block, CFTR F508del cor, ERp5 inh, PAX8 inh HTS, GSIS activator, Xi reactivation, ARNT TACC3 PPI, DENV2 CPE rescue
Cc1cccc(C(=O)N2N=C(c3ccc(NS(C)(=O)=O)cc3)CC2c2cccs2)c1 (stereo not drawn)
→ 13, -1.6, 2, -11, -12, 0.0, 5, -7
C[C@@H]1CCCCO[C@@H](CN(C)C(=O)Cc2ccccc2)[C@@H](C)CN([C@H](C)CO)C(=O)c2cc(NS(=O)(=O)c3ccccc3)ccc2O1
→ ., 1.2, 12, -12, -6, -0.1, ., 8
COCC(=O)N1CCCCN2[C@H](CO)[C@H](c3ccc(C#Cc4cccnc4)cc3)[C@H]2C1
→ -3, -1.1, -4, -4, 13, 0.1, 0, 6
CO[C@@H]1CN(C)C(=O)c2ccc(NS(=O)(=O)c3ccc(C)cc3)cc2OC[C@H](C)N(C(=O)NC(C)C)C[C@H]1C
→ -2, 0.3, ., ., -3, 0.0, ., .

# Next section:
SMILES,EWS-Fli block,CFTR F508del cor,ERp5 inh,PAX8 inh HTS,GSIS activator,Xi reactivation,ARNT TACC3 PPI,DENV2 CPE rescue
Cn1nnnc1SCC(=O)N1N=C(c2cccs2)CC1c1cccs1 (stereo not drawn),-1,-1.5,1,1,38,1.1,-4,9
CCCN(C(=O)Cc1coc2cc(OC)ccc12)C1CCS(=O)(=O)C1 (stereo not drawn),1,-1.4,-6,7,17,0.4,.,-2
Cc1cc(C)n2nc(CNS(=O)(=O)c3ccc(CC(C)C)cc3)nc2n1,1,2.5,-11,9,-4,0.2,-2,-1
COc1ccc(NC(=O)c2oc3ccccc3c2NC(=O)c2ccco2)cc1,-66,3.2,-2,.,-9,.,4,1
CC(=O)N1[C@@H]2Cn3c(ccc(C4=CCCCC4)c3=O)[C@H]1[C@@H](C(=O)NC1CCC1)[C@@H]2CO,5,4.1,2,-3,0,0.0,3,-1
Cc1ccc(NC(=O)CSc2nc(N)cc(=O)[nH]2)cc1S(=O)(=O)N1CCCCC1,2,3.3,0,-6,.,0.3,.,1
C=CCNC(=O)c1ccccc1NC(=O)c1ccccc1SC,5,-3.1,-8,5,3,0.1,-4,-1
CNC(=O)CSc1cnc2ccccc2n1,19,-0.9,-3,-10,3,0.1,-4,3
CCCCN(C(=O)c1cc(S(=O)(=O)N2CCCCCC2)ccc1OC)c1c(N)n(CCC)c(=O)[nH]c1=O,2,0.8,2,10,-4,0.4,-1,1
CCC(C)NC(=S)Nc1ccc(C(=O)OC)cc1 (stereo not drawn),-1,0.8,-5,-29,-4,0.0,.,11
CCOC(=O)C1(C)CCCN1C(=O)c1cccc(F)c1 (stereo not drawn),7,-0.7,-1,-28,1,0.4,.,-2
COc1ccc(C)cc1NC(=O)ON=C1CCCCC1,-1,5.3,2,-8,0,0.1,.,-11
CC(C)Oc1ccc2ccccc2c1CNC[C@H]1O[C@@H](n2ccc(N)nc2=O)[C@H](O)[C@@H]1O,-1,-3.3,-7,1,-8,0.3,.,-2
CC1(C)Cc2c(sc3c2c(N)nc(=S)n3Cc2ccc(Br)cc2)CO1,6,-0.2,-4,3,.,-0.1,1,3
CCOC(=O)/C=C/[C@H]1Cc2ccccc2CO1,5,-0.1,-1,-1,.,0.2,-5,-22
CSc1ccc(CN(C)Cc2nc3cc(C(F)(F)F)ccc3c(=O)[nH]2)cc1,-3,-1.6,2,2,3,0.1,.,.
CC(=O)c1ccc(N2C(=NC(=O)CCc3ccccc3)SC3CS(=O)(=O)CC32)cc1 (stereo not drawn),4,1.5,0,8,-3,0.3,2,2
COc1ccc(S(=O)(=O)NCC2(N3CCOCC3)CCCCC2)cc1OC,1,2.1,2,-4,23,0.0,-2,3
O=C(C[C@@H]1CC[C@@H]2[C@H](COC[C@H](O)CN2S(=O)(=O)c2ccc(F)cc2)O1)N1CCc2ccccc2C1,2,1.2,1,12,-5,0.4,1,3
CCC(=O)N1[C@H](CO)[C@@H](c2ccccc2)[C@@H]1CN(C)C(=O)CN1CCOCC1,-17,-1.0,-4,-22,4,0.0,-2,-2
CC1CC=C(c2ccccc2)C(=S)N1 (stereo not drawn),0,-2.3,3,11,23,0.4,8,-5
Cc1cccn2c(CN3CCCN(C=O)CC3)c(C(=O)N(C)CCc3ccccc3)nc12,21,-0.9,-2,9,-14,0.0,0,11
COc1cccc(NC(=O)COc2cccc3c2CCNC3=O)c1,8,1.9,5,-22,-4,-0.1,2,28*
Cc1ccccc1N1C(=O)c2cc(S(N)(=O)=O)c(Cl)cc2NC1C (stereo not drawn),-5,8.0,1,-3,.,-0.2,-1,11
Cc1ccc(CSCc2ccc(C(=O)NC3CCCC3)o2)cc1,-3,3.5,-2,-8,14,0.1,-10,17
Cc1ccc(N2C(=O)SC(N(CC(=O)O)c3cccc(C)c3)C2=O)cc1 (stereo not drawn),-14,-0.4,-2,.,2,.,-1,2
O=C(CSc1nccc(=O)[nH]1)Nc1ccc2c(c1)OCCO2,-100,0.2,-7,-142,5,-0.1,-2,-19
CC(C)NC(=O)N(C)C[C@H]1OCCCC[C@H](C)Oc2ccc(NS(=O)(=O)c3ccc(Cl)cc3)cc2C(=O)N([C@H](C)CO)C[C@H]1C,4,2.2,2,-16,-4,0.0,-2,-5
O=C(O)CCc1nn2c3ccccc3n(CC(=O)O)c2nc1=O,6,3.7,2,18,10,0.0,.,2
FC(F)(F)c1ccc(-c2nc(=S)[nH][nH]2)cc1,0,1.8,1,-35,-8,0.1,0,-1
CCC(=O)N[C@H]1CC[C@@H](CCNC(=O)Nc2ccc(F)cc2)O[C@H]1CO,-9,-2.7,2,-8,-1,0.1,6,5
Cc1cc(C)n(CC(=O)NNC(=O)CCCOc2ccc(Cl)cc2C)n1,5,1.2,0,10,38,0.3,-7,-2
CCOC(=O)c1nnn(-c2nonc2N)c1CN1CCCC1,1,-3.2,1,21,-3,0.0,-9,1
CCCn1c2ccccc2c2cnn(CC(=O)NCCOC)c(=O)c21,-10,0.4,0,-22,22,0.0,-5,-3
COc1ccc(-c2oc3ccccc3c(=O)c2OC(C)=O)cc1,-15,-0.1,5,-24,-8,0.0,-3,-1
CCN(CCn1cccn1)Cc1nc(-c2ccccc2)no1,-3,0.8,-1,-11,6,0.3,-2,0
CC(C)NC(=O)Nc1ccc2c(c1)C(=O)N([C@@H](C)CO)C[C@H](C)[C@@H](CN(C)Cc1ccc(C(F)(F)F)cc1)OCCCC[C@H](C)O2,9,2.9,-2,15,-21,0.0,-4,-4
CC1CCN(C(=O)COC(=O)CSc2ccc(C(N)=O)cc2[N+](=O)[O-])CC1,-5,-0.3,-5,-10,3,0.0,-8,0
CCCSc1nc(=S)n(Cc2ccccc2)c(C)c1C(C)=O,-14,3.5,-3,-4,38,0.1,.,4
C[C@H]1CN([C@@H](C)CO)C(=O)Cc2cc(NS(=O)(=O)c3ccc(Cl)cc3)ccc2O[C@@H]1CN(C)Cc1ccc2c(c1)OCO2,1,1.1,0,2,-15,1.5,-1,23*
COc1cc(OC)cc(C(=O)OCC(=O)Nc2nnc(-c3ccccc3)o2)c1,4,-0.4,2,-2,0,0.0,5,-5
Cc1noc(C)c1S(=O)(=O)N(C)C[C@H]1Oc2ccc(NS(=O)(=O)c3ccccc3)cc2CC(=O)N([C@H](C)CO)C[C@H]1C,1,-0.2,19,-11,15,0.2,-5,-5
Cc1noc(NS(=O)(=O)c2ccc(NS(=O)(=O)c3ccc(C(C)(C)C)cc3)cc2)c1C,7,2.0,5,-3,-5,0.3,.,19
C[C@@H]1CN([C@H](C)CO)S(=O)(=O)c2ccc(-c3cccc(C#N)c3)cc2O[C@@H]1CN(C)CC1CC1,-8,-3.6,-1,17,18,0.1,2,-2
COC(=O)C[C@@H]1CC[C@@H]2[C@@H](COc3ccc(NC(=O)c4ccccc4OC)cc3C(=O)N2C)O1,12,-0.7,.,5,-10,0.4,1,-3
COC(=O)c1ccc2[nH]c(CO)c(-c3ccccc3)c2c1,3,0.5,5,-7,-14,0.3,0,-10
CCCCN1CC[C@H]2C=CC[C@@H](C(=O)N3CCOCC3)[C@H]2C1=O,-3,0.6,4,-5,13,-0.3,31,-11
CCOc1ccc(C2NC(=O)c3n[nH]c(C)c32)cc1 (stereo not drawn),0,0.0,2,-6,26,0.3,-6,-3
O=C(O)c1ccc(N2C(=O)CC(SC(=NCc3ccc4c(c3)OCO4)Nc3ccccc3)C2=O)cc1 (stereo not drawn),4,1.1,-2,-16,-19,1.5,7,9
O=C(C[C@H]1C=C[C@H](NC(=O)c2ccncc2)[C@H](CO)O1)NCC1CC1,-2,2.4,-2,2,7,0.4,0,-4
